LMPTP block – LMPTP phosphatase inhibitors, primary screen, biochemical, fluorescence intensity, uHTS; recombinant LMPTP-A, OMFP fluorogenic substrate; inhibition, % at 20 µM; 0.22% of 360,000 active; AID 651560, 2012;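 active means compounds that cut the enzyme signal by at least half of the control window in the single-dose screen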;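 further: plate controls were DMSO wells with enzyme plus substrate for no effect and substrate without enzyme for full effect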
Target sequence (P24666 whole entry, looked up): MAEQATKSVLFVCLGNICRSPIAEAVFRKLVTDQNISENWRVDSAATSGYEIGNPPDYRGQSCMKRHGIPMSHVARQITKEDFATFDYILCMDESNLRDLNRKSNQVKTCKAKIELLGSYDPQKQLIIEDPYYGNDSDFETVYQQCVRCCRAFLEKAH
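Test system: LMPTP-A phosphatase enzyme. Amount: LMPTP-A at 0.625 nM final in the reaction. Reagent: OMFP substrate, 400 µM final. Times: 50 min at room temperature. Signal: endpoint fluorescence intensity from OMFP dephosphorylation. Read-out basis: % inhibition. Benchmarks: no-enzyme and uninhibited controls.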
DNMT1 inh – human DNMT1 methyltransferase inhibitors, primary screen, biochemical, molecular beacon, fluorescence, HinP1I cleavage, uHTS. DNA (cytosine-5)-methyltransferase 1 (Homo sapiens), P26358. inhibition (reported as % activation of signal), % at 10 µM. 0.83% of 360,000 active; in the data active means inhibition above about 50%
Tb MetRS inh – T. brucei MetRS inhibitors, primary screen, biochemical, luminescence; methionyl-tRNA synthetase (Trypanosoma brucei brucei); 0.4% of 360,000 active; purified T. brucei MetRS, ATP depletion, Kinase-Glo luminescence; AID 624268, 2012; inhibition, % at 11.9 µM;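 active means inhibition above a per-plate cutoff of the control wells' mean inhibition plus 3 SD, cut at about 5.5% in these data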;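 further: 0% = DMSO wells median and 100% = median of wells with control inhibitor compound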
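Test system – parasite MetRS enzyme · Reagent – substrates ATP, L-methionine and bulk Escherichia coli tRNA · Doses – 11.9 µM compound single dose, 0.9% DMSO · Times – 15 min enzyme-compound preincubation, 2 h reaction, 10 min detection, 25 °C · Signal – Kinase-Glo luminescence, ATP depletion format · Controls – DMSO-only wells as low control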
SUMO1-SIM PPI – modulators of SUMO1 protein-protein interactions, primary screen, biochemical, uHTS | Small ubiquitin-related modifier 1 (Homo sapiens), P63165 | SUMO1 binding to a labelled peptide, TR-FRET, 1 h | inhibition, % at 20 µM | 0.33% of 360,000 active; in the data active means inhibition above about 37%
Target sequence (P63165 whole entry, looked up): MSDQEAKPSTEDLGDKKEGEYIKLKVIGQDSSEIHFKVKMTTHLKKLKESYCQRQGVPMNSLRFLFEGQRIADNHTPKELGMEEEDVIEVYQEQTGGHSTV
Rpn11 block – Rpn11 (PSMD14) deubiquitinase inhibitors, primary screen, biochemical, fluorescence polarization, uHTS. human 26S proteasome, Ub4-pepOG fluorescence polarization; 20S core pre-blocked with epoxomicin. 26S proteasome non-ATPase regulatory subunit 14 (Homo sapiens), O00487. calls only at 20 µM. AID 588493, 2011. 0.59% of 360,000 active;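 active means inhibition at 20 µM, scaled to each plate's controls, above about 33%, limit read from the data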
PABP1 MLLE inh – inhibitors of PABP1 MLLE–PAM2 peptide binding, primary screen, biochemical, fluorescence polarization, FITC-PAM2, GST-MLLE | AID 588489, 2011 | 0.36% of 360,000 active | inhibition, % at 20 µM | Polyadenylate-binding protein 1 (Homo sapiens), P11940; in the data active means inhibition above about 35%, passing the limit was not always enough;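 further: plate controls were DMSO wells with GST-MLLE for no effect and wells lacking GST-MLLE protein for full effect; some results filed as inactive read as strong as hits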
Target sequence (P11940 whole entry, looked up): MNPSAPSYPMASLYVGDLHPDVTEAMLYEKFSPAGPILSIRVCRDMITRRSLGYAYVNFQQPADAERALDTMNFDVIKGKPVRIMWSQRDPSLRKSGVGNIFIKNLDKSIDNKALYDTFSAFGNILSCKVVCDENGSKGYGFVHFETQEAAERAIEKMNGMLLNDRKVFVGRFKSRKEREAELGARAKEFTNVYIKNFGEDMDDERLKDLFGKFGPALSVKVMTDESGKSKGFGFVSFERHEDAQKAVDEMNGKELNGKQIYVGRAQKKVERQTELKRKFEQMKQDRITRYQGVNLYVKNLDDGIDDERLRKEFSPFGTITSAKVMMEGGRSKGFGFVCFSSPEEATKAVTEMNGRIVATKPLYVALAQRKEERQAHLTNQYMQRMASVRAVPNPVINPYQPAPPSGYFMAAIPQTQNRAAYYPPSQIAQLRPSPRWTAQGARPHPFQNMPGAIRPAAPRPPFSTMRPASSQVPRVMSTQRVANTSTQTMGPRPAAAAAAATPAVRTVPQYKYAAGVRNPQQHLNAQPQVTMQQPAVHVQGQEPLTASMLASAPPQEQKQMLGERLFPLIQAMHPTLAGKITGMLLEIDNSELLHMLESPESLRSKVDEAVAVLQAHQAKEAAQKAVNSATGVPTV
Scp-1 inhibitor – Scp-1 phosphatase inhibitors, primary screen, biochemical, colorimetric, uHTS; Carboxy-terminal domain RNA polymerase II polypeptide A small phosphatase 1 (Homo …; Recombinant Scp1, phosphopeptide, malachite green phosphate absorbance; 0.88% of 340,000 active; inhibition, % at 20 µM;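 active means inhibition above about 50% at 20 µM, limit read from the data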;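 further: plate controls were DMSO wells with enzyme for no effect and wells lacking enzyme for full effect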
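assay system = SCP-1 phosphatase catalytic domain, residues 76-261 | buffer or medium = 50 mM Tris acetate pH 5.5, 0.005% Tween-20, 10 mM MgCl2 | incubation = enzyme reaction 45 min at room temperature, colour 5 min, stabilisation 30 min | signal = Phosphate-binding colour reagent, absorbance read at 630 nm | measure = % inhibition at 20 µM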
STEP block – STEP phosphatase inhibitors, primary screen, biochemical, fluorescence intensity, uHTS. 0.25% of 360,000 active. inhibition, % at 20 µM. Tyrosine-protein phosphatase non-receptor type 5 (Homo sapiens), P54829. recombinant STEP, OMFP fluorogenic substrate. AID 588621, 2011;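 active means inhibition at 20 µM, scaled per plate between control wells, above about 37%, limit read from the data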;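 further: 0% = DMSO with enzyme and substrate and 100% = substrate only without enzyme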
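Measure: Control-normalized % inhibition with plate pattern correction | Test system: STEP phosphatase, cell-free reaction | Medium: pH 6.0 Bis-Tris with DTT and Tween 20 | Technique: Fluorescence, 480/540 nm | Times: Reaction 20 min, ambient temperature | Doses: Single compound dose of 20 µM, 1% DMSO final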
CSN inh – inhibitors of CSN-mediated cullin deneddylation, primary screen, biochemical, fluorescence polarization, uHTS | inhibition, % at 12.5 µM | 0.38% of 360,000 active | COP9 signalosome complex subunit 5 (Homo sapiens), Q92905 | AID 651999, 2013 | Purified CSN, SCF-Nedd8-OG deneddylation;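 active means pattern-corrected inhibition above about 35%, with an unprinted fluorescence ratio check between 0.5 and 1.5, limit read from the data, passing the limit was not always enough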;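 further: 0% = enzyme with substrate and 100% = substrate without enzyme; some results filed as inactive read as strong as hits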
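Detection – fluorescence polarization · System – HEK293T-derived human Csn5 enzyme · Controls – substrate-only high control, full reaction low control · Timing – 90 min, room temperature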
NadD block – inhibitors of S. aureus NadD, primary screen, biochemical, colorimetric, uHTS; AID 602399, 2012; inhibition, % at 20 µM; 0.78% of 360,000 active; purified NadD enzyme, colorimetric absorbance read-out; in the data active means inhibition above about 26%; further: some compounds past the cut are filed as inactive
* hit, by the source's call; i = inactive; nt = not tested or not shown.

Molecule | LMPTP block | STEP block | CSN inh | NadD block | PABP1 MLLE inh | SUMO1-SIM PPI | Rpn11 block | DNMT1 inh | Tb MetRS inh | Scp-1 inhibitor
CCNC(=S)N1CCC(c2nc3ccccc3s2)CC1 | 0.6 | 1 | 4 | 2 | -109 | -2 | i | 1 | -0.1 | -3
O=C(O)/C=C\C(=O)Nc1cc(O)ccc1[N+](=O)[O-] | -0.9 | -4 | -3 | 1 | 10 | -14 | i | 1 | -0.1 | -4
CCOc1cc(C(=O)Nc2cc(=O)n(C)c(=O)n2C)cc(OCC)c1OCC | -0.2 | 2 | 3 | -5 | -6 | 0 | i | -2 | 0.0 | 8
Cc1cccc(C)c1OCCN1CCOCC1 | -3.2 | 2 | -4 | -1 | -9 | -1 | i | 0 | -2.5 | 3
CCCc1ccc(NS(=O)(=O)c2c(C)oc(C)c2C(=O)OC)cc1 | 3.8 | -1 | 1 | -10 | 3 | 3 | i | 0 | -0.3 | -2
CCS(=O)(=O)N1CCN(c2ccc(C(=O)N3CCOCC3)cc2[N+](=O)[O-])CC1 | -0.7 | -1 | 0 | -9 | -5 | -20 | i | 4 | -0.2 | 2
COc1ccc(Br)cc1/C=N/n1c(COc2ccccc2)n[nH]c1=S | -1.9 | 5 | -1 | 2 | -114 | 2 | i | 4 | -0.5 | -7
CN1/C(=C/C2CC(=O)NC2=O)C(C)(C)c2ccccc21 (stereo not drawn) | -2.7 | 1 | 0 | 2 | -19 | -1 | i | -5 | -0.1 | 1
CCN(CC)CCOCCn1c(C)ccc1C | -8.5 | -3 | 2 | 1 | 6 | -39 | i | -10 | -0.2 | -5
CCC(Sc1ccc2nnc(-c3ccc(OC)c(OC)c3)n2n1)C(=O)O (stereo not drawn) | 0.5 | -2 | -5 | 0 | 11 | -10 | i | 0 | -0.5 | 0
CCC(c1c(C)[nH]oc1=O)c1c(C)[nH]oc1=O | -0.8 | 2 | -2 | 2 | -2 | -12 | i | 3 | -0.8 | 6
CC1CC(NS(=O)(=O)c2cccs2)CC(C)(C)C1 (stereo not drawn) | -0.2 | -5 | 1 | -5 | -13 | -1 | i | 5 | -0.7 | -4
O=C(CNC(=O)c1ccc(Br)cc1)NCc1cccnc1 | -1.0 | -2 | 3 | 0 | 11 | 17 | i | -2 | 1.9 | -4
CC1(C)Cc2c(cnn2-c2ccc(F)cc2)C(NC(=O)CCn2cncn2)C1 (stereo not drawn) | -0.8 | -4 | 4 | 1 | -7 | 5 | i | 0 | -0.6 | -8
O=C(Nc1ccc(S(=O)(=O)Nc2cnc3ccccc3n2)cc1)c1ccc([N+](=O)[O-])cc1Cl | 0.8 | -2 | 1 | -4 | -6 | -20 | i | -2 | 0.8 | -5
COc1ccccc1CNCC(O)Cn1c2ccccc2c2ccccc21 (stereo not drawn) | -0.3 | 3 | 4 | -4 | 1 | 3 | i | -2 | -1.5 | 5
COc1ccc2c(c1)CSC(c1ccccc1)C2=O (stereo not drawn) | 2.8 | 1 | 3 | 8 | 10 | 5 | i | -4 | 0.0 | nt
COc1ccc(OC)c(S(=O)(=O)Nc2ccccc2F)c1 | 0.0 | -2 | 3 | 2 | -6 | -1 | i | 0 | 0.4 | -6
Cc1cccc(C)c1NC(=O)CNC(=O)C(NC(=O)c1ccc(C(C)(C)C)cc1)C(C)C (stereo not drawn) | -1.5 | 1 | -11 | 0 | -4 | 12 | i | -3 | -0.3 | 0
CC(C)(C)c1cc(P(=O)(c2ccccc2)c2ccccc2)ccc1O | 1.3 | -1 | 6 | -4 | 3 | 1 | i | -11 | -0.8 | 4
Cn1cc(CCC(=O)N2CCCC(N3CCN(c4ccccc4F)CC3)C2)cn1 (stereo not drawn) | -2.3 | -3 | -1 | 3 | -1 | 0 | i | 3 | 0.1 | -5
CCC1Oc2ccccc2N(CC(=O)NCCCN2CCN(Cc3ccccc3)CC2)C1=O (stereo not drawn) | -2.7 | 2 | 0 | -5 | -14 | -4 | i | -3 | -0.4 | -4
COCCNC(=O)C(OC(=O)CC1Sc2ccccc2NC1=O)c1ccccc1 (stereo not drawn) | -0.3 | 10 | -2 | 3 | 10 | 2 | i | 2 | -0.2 | -6
CC(=O)c1cccc(NC(=O)C23CC4CC(C2)CC(n2cncn2)(C4)C3)c1 | -1.6 | 4 | 0 | -1 | 16 | 9 | i | -1 | -0.4 | 3
CCc1cc(=O)oc2cc(OCC(=O)NCC3CCC(C(=O)O)CC3)ccc12 (stereo not drawn) | 1.0 | 1 | -3 | -2 | -9 | 3 | i | -1 | -2.3 | 1
CN(C)S(=O)(=O)c1ccc(C(=O)Nc2nnc(-c3ccco3)o2)cc1 | -1.8 | -2 | 5 | 7 | 1 | 4 | i | 0 | -0.2 | -4
COc1cccc(-c2nc(CS(=O)(=O)CC(=O)NCCCN3CCN(C)CC3)c(C)o2)c1 | -5.7 | -2 | 3 | -2 | 1 | 4 | i | -1 | 0.4 | -1
COC(=O)CSc1nc(-c2cccs2)ccc1C#N | 1.0 | -1 | -4 | 3 | -15 | -12 | i | -2 | -0.6 | -4
CCOC(=O)COc1ccc2c(c1)C(=O)CC1(CCCCC1)O2 | 0.5 | -4 | 0 | -1 | -7 | 1 | i | 5 | -1.6 | -2
Cc1cccc(NS(=O)(=O)c2cccc(C(=O)N3CCN(C/C=C/c4ccccc4)CC3)c2)c1 | 0.9 | -2 | 0 | -1 | 5 | 4 | i | -6 | -0.1 | -2
Cc1nnc(SCc2ccc(F)cc2)n1NC/C=C/c1ccccc1 | 3.7 | 1 | -1 | 6 | 7 | -1 | i | -1 | -0.6 | 7
CCCC(=O)Nc1ccc(C(=O)NCC(=O)OCC)cc1 | 0.1 | -2 | 6 | 1 | 13 | 2 | i | 0 | 0.2 | 0
C=CCN1C=CC=C/C1=C1\SC(=S)N(C)C1=O | 1.2 | -1 | -10 | 2 | -24 | -16 | i | 0 | 0.5 | -9
Oc1ccccc1N1CCN(CC(O)COC2CCCc3ccccc32)CC1 (stereo not drawn) | 1.6 | 0 | -2 | -8 | -9 | 3 | i | -6 | -1.2 | -1
Cc1ccccc1NC(=O)CCS(=O)(=O)c1ccc(Br)s1 | 0.0 | 5 | 3 | -1 | 4 | 15 | i | 25 | -0.4 | 46
COc1cccc(C(C(=O)NC2CCCC2)N(CCC(C)C)C(=O)CCC(=O)Nc2cc(C)on2)c1 (stereo not drawn) | -1.2 | 0 | 0 | 1 | -7 | -2 | i | 2 | 0.3 | -3
COC(=O)c1cc2ccccc2n1S(=O)(=O)c1ccccc1 | -0.8 | -1 | 0 | -12 | 4 | 6 | i | -2 | -1.3 | -16
COc1ccc(C2NC(=O)NC(C)=C2C(=O)OC2CCCCC2)cc1OC (stereo not drawn) | 0.7 | -2 | -1 | 1 | -1 | -4 | i | 0 | -0.7 | -3
COc1ccc(-n2c(C)n[nH]c2=O)cc1 | -2.2 | -3 | 1 | 7 | 3 | 0 | i | 1 | 0.1 | -2
COc1ccc2nc(SCC(=O)Nc3nonc3C)[nH]c2c1 | -1.0 | -1 | 3 | -5 | 10 | 1 | i | 1 | -0.6 | -5
Cc1cc(-c2cccnc2)c(C#N)c(SCc2cccc(F)c2)n1 | 3.7 | -1 | 9 | -2 | 33 | -1 | i | -2 | -0.2 | 19
CC1(C)[C@@H](O)CC[C@]2(C)C3C(O)C=C4[C@H]5C[C@@](C)(CO)CC[C@]5(C)CC[C@]4(C)[C@]3(C)CC[C@@H]12 (stereo partly drawn) | 0.4 | -8 | 1 | 9 | 0 | 8 | i | -51 | -0.2 | -6
Cc1ccc(OCCC(=O)OCC(=O)Nc2ccccc2)cc1 | -1.1 | -1 | 2 | -4 | -14 | 0 | i | 0 | -0.2 | 0
CC(C)C[C@H]1CN(CCCC[C@H]2CNC(=O)C(=O)N2Cc2ccccc2)C(=O)C(=O)N1Cc1ccccc1 | -1.7 | nt | -3 | 11 | nt | 1 | nt | nt | -0.2 | nt
CCCCN1CC(N(C)CCN(C)C)CS1(=O)=O (stereo not drawn) | -2.6 | -1 | -2 | -8 | 3 | -5 | i | 13 | 0.1 | nt
COc1ccc(S(=O)(=O)N2CCSC2c2ccccc2)cc1 (stereo not drawn) | 1.3 | 5 | -3 | -8 | -2 | 1 | i | -5 | 0.3 | -17
CN1CCN(c2nc3c(c(=O)n(C)c(=O)n3C)n2Cc2cccc(Br)c2)CC1 | 0.9 | 0 | 2 | 0 | -2 | 3 | i | 1 | -1.0 | 8

Compound profiles, from the list above. Values in the order: LMPTP block	STEP block	CSN inh	NadD block	PABP1 MLLE inh	SUMO1-SIM PPI	Rpn11 block	DNMT1 inh	Tb MetRS inh	Scp-1 inhibitor
COc1ccc2nc(SCC(=O)Nc3nonc3C)[nH]c2c1 as listed: -1.0	-1	3	-5	10	1	i	1	-0.6	-5
COc1ccc(-n2c(C)n[nH]c2=O)cc1 as listed: -2.2	-3	1	7	3	0	i	1	0.1	-2
Cc1ccccc1NC(=O)CCS(=O)(=O)c1ccc(Br)s1 as listed: 0.0	5	3	-1	4	15	i	25	-0.4	46
CC(C)C[C@H]1CN(CCCC[C@H]2CNC(=O)C(=O)N2Cc2ccccc2)C(=O)C(=O)N1Cc1ccccc1 as listed: -1.7	nt	-3	11	nt	1	nt	nt	-0.2	nt

Assay outcomes (PubChem)
